From PubChem BioAssay
CRFR2-BP ag = CRF-BP/CRF-R2 complex agonism. AID 588473. 350,000 tested, 0.46% active. activation, % at 13.2 µM. HEK293 CRF-R2/CRF-BP, calcium dye fluorescence (FLIPR); percent of saturating CRF peptide response;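 active = activation of at least 50%, plus an integration ratio under a set limit after plate pattern correction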;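 also: plate controls were neutral control wells without compound for no effect and CRF at EC100 for full effect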
SUMO HTRF inh = inhibitors of human SUMOylation (UBC9); 290,000 tested, 0.36% active; HTRF SUMOylation assay, SAE1/SAE2 + UBC9, in vitro; inhibition, % at 35 µM; P63279; in the data active = inhibition above about 50%, passing the limit was not always enough; also: strong numbers were not always called active
MEKK3 PB1 HTS = raises or lowers MEK5 binding to the human MEKK3 PB1 domain | Q99759 | bead-based flow cytometry, Alexa488-MEK5 binding to MEKK3; actives lie on both sides; 0 = blocked by unlabeled MEK5, 100 = vehicle | binding response (% of control), % at 10 µM | 290,000 tested, 1.4% active | AID 1529;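 active = binding response more than 3 SD above or below the average of its plate-row segment, actives on both sides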;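 also: Alexa488 bead fluorescence after subtracting the streptavidin-only scavenger bead signal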
Target sequence (Q99759 whole entry, looked up, the tested form may be a part): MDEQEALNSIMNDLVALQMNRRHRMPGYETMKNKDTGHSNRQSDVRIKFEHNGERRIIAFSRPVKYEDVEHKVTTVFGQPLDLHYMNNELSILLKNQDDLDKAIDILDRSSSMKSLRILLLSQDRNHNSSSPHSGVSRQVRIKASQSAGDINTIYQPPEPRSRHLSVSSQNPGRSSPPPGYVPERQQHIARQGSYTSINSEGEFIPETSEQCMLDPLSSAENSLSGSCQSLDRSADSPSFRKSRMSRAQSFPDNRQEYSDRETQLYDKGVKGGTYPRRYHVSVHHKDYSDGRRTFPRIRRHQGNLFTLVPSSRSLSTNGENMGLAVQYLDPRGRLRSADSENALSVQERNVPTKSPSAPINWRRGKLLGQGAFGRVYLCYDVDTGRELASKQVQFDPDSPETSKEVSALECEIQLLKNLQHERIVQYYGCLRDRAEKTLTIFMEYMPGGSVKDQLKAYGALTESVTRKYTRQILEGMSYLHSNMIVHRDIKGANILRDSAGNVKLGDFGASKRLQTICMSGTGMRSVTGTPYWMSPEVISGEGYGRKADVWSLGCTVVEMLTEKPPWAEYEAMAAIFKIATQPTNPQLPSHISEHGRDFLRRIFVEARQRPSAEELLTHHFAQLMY
GalR3 antag = blocks the human galanin receptor 3; O60755; 360,000 tested, 0.44% active; HEK293 GalR3-CNG cAMP membrane potential fluorescence; galR3 body fused to GalR1 C-terminus; inhibition, % at 3 µM;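 active = inhibition above the screen-wide average plus 3 SD, cut at about 13% in these data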;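 also: forskolin and galanin both at EC90 stimulate the cells; cAMP rise reported by CNG channel membrane potential dye signal; 0% = forskolin plus galanin with DMSO and 100% = forskolin alone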
Target sequence (O60755 1-299 limits assumed): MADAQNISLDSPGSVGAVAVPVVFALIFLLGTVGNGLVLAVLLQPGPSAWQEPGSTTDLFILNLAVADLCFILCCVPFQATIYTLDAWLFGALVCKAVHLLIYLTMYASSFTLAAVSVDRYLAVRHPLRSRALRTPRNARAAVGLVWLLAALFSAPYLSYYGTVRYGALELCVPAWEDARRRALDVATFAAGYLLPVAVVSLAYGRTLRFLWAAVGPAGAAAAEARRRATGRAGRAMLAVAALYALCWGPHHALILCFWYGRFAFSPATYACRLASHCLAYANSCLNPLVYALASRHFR
MEKK2 mut-MEK5 = signal of MEK5 binding to mutant human MEKK2 PB1 domain; bead flow cytometry, Alexa488-MEK5 binding to MEKK2 mutant; percent response, % at 10 µM; 290,000 tested, 0.35% active; AID 1530; in the data active = percent response above about 24%, passing the limit was not always enough; also: inactives centre near 1; some results filed as inactive read as strong as hits
DNA FID counter = counter-screen for HCV NS3 helicase inhibitors: DNA intercalator displacement; DNA fluorescent intercalator displacement, fluorescence; inhibition, % at 7.9 µM; 290,000 tested, 0.17% active; AID 1845; in the data active = inhibition above about 37%;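 also: 0% = vehicle and 100% = reference compound; higher means more ethidium bromide displaced from hairpin DNA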
CRFR2-BP antag = blocks CRF-induced signaling of the CRF-BP/CRF-R2 complex. HEK293 CRF-R2/CRF-BP, CRF-induced calcium fluorescence. inhibition, % at 11.8 µM. 350,000 tested, 0.59% active. AID 588475;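 active = inhibition of the ligand-induced calcium signal above about 50% at the single tested concentration, limit read from the data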
MEKK2wt PB1 HTS = raises or lowers MEK5 binding to wildtype human MEKK2 PB1 domain. Q9Y2U5. bead flow cytometry, Alexa488-MEK5 binding to MEKK2 WT; actives lie on both sides. binding response (% of control), % at 10 µM. 290,000 tested, 1.1% active; in the data active = binding response below about 67% or above about 130%
NS3 helicase inh = HCV NS3 helicase inhibition. NS3 helicase DNA unwinding, Cy5 molecular beacon fluorescence. inhibition, % at 10.9 µM. 290,000 tested, 0.56% active;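 active = inhibition above the mean of all tested compounds plus 3 SD, set per campaign, cut at about 35% in these data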;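 also: 0% = DMSO wells and 100% = thioflavine S control wells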
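Material: hepatitis C virus NS3 helicase domain fragment enzyme; measured by: Cy5 fluorescence, 0 and 60 min reads; control set: DMSO and thioflavine S; incubation: 60 min unwinding reaction at 25 °C after ATP addition; read-out basis: % inhibition from 60/0 min fluorescence ratio, DMSO 0%, thioflavine S 100%; repeats: singlicate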
An asterisk follows results filed as active; . = no result given.

Order of results: CRFR2-BP ag, SUMO HTRF inh, MEKK3 PB1 HTS, GalR3 antag, MEKK2 mut-MEK5, DNA FID counter, CRFR2-BP antag, MEKK2wt PB1 HTS, NS3 helicase inh
O=S(=O)(c1ccc(-n2cnnn2)cc1)N(C1CCCCC1)C1CCCCC1
    2.5, 0.9, 101.0, 3.1, 0.0, -1.2, 28.4, 95.0, 2.2
COc1cc(N2CCOCC2)ccc1C=C(C#N)C#N
    11.8, -20.9, 98.0, -4.0, 0.0, -1.1, -23.0, 101.0, -3.6
COC(=O)c1c(NC(=O)CCS(=O)(=O)c2ccccc2)sc2c1CCN(C)C2
    -0.2, 10.1, 101.0, -0.8, 8.0, 2.5, -2.9, 107.0, -3.5
CCn1c(=O)c2cc(C(=O)NC(C)C)sc2c2ccccc21
    -0.8, 7.6, 101.0, -4.6, -1.0, -24.0, -6.7, 102.0, 9.7
NNC(=O)c1ncoc1-c1ccc(Cl)cc1
    -3.3, 12.5, 101.0, -4.2, 8.0, -3.8, -6.0, 101.0, 2.0
Cn1c(N2CCOCC2)c(/C=N/OC(=O)c2cccnc2Cl)c2ccccc21
    -2.0, 7.8, 100.0, -2.1, -4.0, 0.8, 14.5, 95.0, 2.4
COc1ccc(C)cc1NC(=O)NC(C)c1ccncc1 (stereo not drawn)
    -2.6, 3.6, 106.0, -6.5, -2.0, -10.1, 10.0, 104.0, -4.1
CCOC(=O)c1[nH]c2ccc(F)cc2c1N=C(C)N(CC)CC
    3.8, 17.4, 99.0, -4.0, 0.0, -3.2, 2.7, 103.0, 4.2
O=S(=O)(c1ccc(F)cc1)N1CCN=C1SCc1cccnc1
    1.3, -21.6, 100.0, -3.1, 5.0, -5.7, -7.0, 103.0, 2.4
C=CCNC(=O)c1ccc(NC(=O)C2=CSCCO2)cc1
    -0.3, 2.6, 95.0, ., -2.0, -2.6, 12.7, 98.0, 9.1
Cc1noc(C)c1CSc1ncnc2sc3c(c12)CCCCC3
    0.5, 0.5, 89.0, -1.4, -4.0, -6.9, 1.0, 91.0, 3.1
CCOC(=O)C1CCN(Cc2nnnn2CCc2ccccc2)CC1
    -1.7, 4.3, 87.0, -2.2, -15.0, -18.8, 34.1, 88.0, 11.2
O=C(CSCc1cccc(F)c1)N1CCN(c2ccccc2)CC1
    -0.7, 2.7, 100.0, ., 3.0, -4.4, 7.1, 101.0, 0.7
Oc1ccc(C=Nc2cccc3ncccc23)c(O)c1
    -0.1, 92.5, 101.0, -1.8, 0.0, 9.7, 7.3, 97.0, 13.7
C=CC(=O)NC(NC(=O)C=C)c1ccccc1F
    0.7, 8.9, 103.0, 1.1, 2.0, 1.8, -6.5, 110.0, -1.6
CC(NC(=O)CCn1ccc2cc(S(=O)(=O)N3CCCC3)ccc21)c1ccccc1 (stereo not drawn)
    -1.6, 24.9, 100.0, 1.0, 3.0, -41.6, -3.9, 102.0, -1.7
CCOC(=O)N1CCN(C(=O)Cn2nc(C)c3sc4ccccc4c3c2=O)CC1
    -1.5, 11.9, 106.0, -0.7, 4.0, -31.2, 5.8, 107.0, 6.8
COc1ccc(OCC(=O)Nc2cc3c(cc2C(=O)O)OCCCO3)cc1
    0.3, 5.2, 99.0, -3.4, 7.0, -29.3, 6.8, 95.0, 25.1
CCCCn1c(CCn2nc(C)c(Br)c2C)n[nH]c1=S
    -1.8, 18.7, 99.0, -4.4, 8.0, -21.4, -8.9, 101.0, 3.1
CN(C(=O)c1cc2n(n1)C(C(F)(F)F)CC(c1ccco1)N2)c1ccc(OC(F)(F)F)cc1 (stereo not drawn)
    -1.2, -28.2, 100.0, -4.7, 1.0, -20.1, 11.0, 98.0, -1.8

Profiles, quoted from the list. Order of screens: CRFR2-BP ag, SUMO HTRF inh, MEKK3 PB1 HTS, GalR3 antag, MEKK2 mut-MEK5, DNA FID counter, CRFR2-BP antag, MEKK2wt PB1 HTS, NS3 helicase inh
`COc1ccc(OCC(=O)Nc2cc3c(cc2C(=O)O)OCCCO3)cc1` across the screens: 0.3, 5.2, 99.0, -3.4, 7.0, -29.3, 6.8, 95.0, 25.1
`CC(NC(=O)CCn1ccc2cc(S(=O)(=O)N3CCCC3)ccc21)c1ccccc1` (stereo not drawn) across the screens: -1.6, 24.9, 100.0, 1.0, 3.0, -41.6, -3.9, 102.0, -1.7
`C=CCNC(=O)c1ccc(NC(=O)C2=CSCCO2)cc1` across the screens: -0.3, 2.6, 95.0, ., -2.0, -2.6, 12.7, 98.0, 9.1

(more compounds)
Order of results: CRFR2-BP ag, SUMO HTRF inh, MEKK3 PB1 HTS, GalR3 antag, MEKK2 mut-MEK5, DNA FID counter, CRFR2-BP antag, MEKK2wt PB1 HTS, NS3 helicase inh
CC(C)CN(CC(C)C)S(=O)(=O)N1CCC(C(=O)NCc2ccc3c(c2)OCO3)CC1
    -1.6, 0.2, 103.0, 0.8, 5.0, -38.1, 4.4, 92.0, -1.8
CCCCn1c(N)c(N(CCC(C)C)C(=O)COC(=O)c2ccco2)c(=O)[nH]c1=O
    -0.6, -5.8, 101.0, 2.9, -4.0, -6.3, 0.6, 94.0, -1.7
O=C(O)C1=C[C@@H](c2csc3ccccc23)C[C@@H](OCc2ccc(CO)cc2)O1
    -1.2, 6.0, 100.0, -10.3, 2.0, -43.9, 12.3, 103.0, 10.5
O=C(Nc1ccc2c(c1)OCO2)c1ccc(N2CCCC2)c([N+](=O)[O-])c1
    -2.3, -6.9, 97.0, -0.6, 4.0, -1.8, -16.7, 102.0, -3.4
CCc1cccc(CC)c1-n1c(SCC(=O)N2CCc3ccccc3C2)nnc1-c1cccnc1
    11.0, -5.1, 100.0, -3.6, 9.0, -42.7, -16.4, 78.0, -22.8
OCC[C@@H]1C[C@H](O)[C@@H](O)[C@]2(Cc3ccccc3CO2)O1
    -0.6, 12.1, 97.0, -10.0, -6.0, -4.3, 1.5, 96.0, -5.9
CCC(CC)c1ncc[nH]1
    -0.4, 22.1, 111.0, -8.6, 16.0, -3.4, -15.5, 98.0, -0.3
CC(C)C(C(=O)NC1CCCCC1)N(CC1CCCO1)C(=O)CNS(=O)(=O)c1ccc(F)cc1 (stereo not drawn)
    -2.0, 28.6, 103.0, 5.5, 3.0, -11.9, 28.4, 100.0, 0.3
O=C(Nc1ccc(Nc2ccccc2)cc1)C1CC1
    0.2, -16.5, 97.0, -5.2, -1.0, 1.5, 1.5, 93.0, 1.5
Cc1cc(NC(=O)c2ccc3c(c2)C(=O)N(CC(C)C)C3=O)no1
    11.5, 16.3, 106.0, -3.3, 4.0, -2.3, -45.2, 105.0, -7.0
CCC(=O)N(CCc1ccccc1)Cc1cc2ccc(OC)cc2[nH]c1=O
    6.1, 1.1, 101.0, -7.7, 2.0, -33.8, -19.0, 102.0, 0.0
COc1ccc(C(=O)CSc2nn3c(=O)c(C(C)(C)C)nnc3s2)cc1
    3.9, 19.5, 106.0, -5.6, 10.0, -3.8, 6.5, 107.0, -4.8
CC(NS(=O)(=O)c1ccc2c(c1)OCCCO2)C(=O)O (stereo not drawn)
    -1.8, 16.4, 118.0, -2.7, 0.0, 4.9, 29.1, 102.0, 3.3
Nc1nc(SCc2ccccc2Cl)ns1
    3.5, 13.4, 96.0, -5.9, 3.0, 1.1, -33.0, 101.0, 0.0
O=C(Cn1cc(C(F)(F)F)ccc1=O)N/N=C/c1ccc(O)cc1
    -1.4, 6.5, 99.0, -6.7, -3.0, -4.9, 6.2, 99.0, 5.4
O=C(O)C1CCCCC1C(=O)Nc1ccccn1 (stereo not drawn)
    -0.5, 12.2, 103.0, -1.7, 1.0, 2.8, 4.5, 102.0, 5.3
CCOC(=O)c1ncn2c1C(=O)OC2(C)C
    6.2, 13.0, 103.0, 3.4, -1.0, 6.0, 20.3, 94.0, -10.5
Cc1ccc(S(=O)(=O)NCCC(=O)Nc2ccc3c(c2)OCO3)cc1
    0.5, 16.7, 103.0, 4.4, 6.0, -1.5, 12.3, 106.0, -4.4
Cc1ccc(S(=O)(=O)Nc2ccc(Cl)cc2C(=O)c2ccccc2)cc1
    4.5, -7.2, 101.0, -1.9, 11.0, -4.9, 8.1, 110.0, -6.5
O=C(NNC(=S)Nc1ccccc1)Nc1ccccc1
    -2.3, 14.3, 104.0, -3.6, -1.0, -3.6, -4.0, 99.0, -12.2
O=C(NCCCN1CCOCC1)C(=O)NCC1OCCN1S(=O)(=O)c1cc(F)ccc1F (stereo not drawn)
    -0.1, 3.7, 102.0, 5.9, 7.0, -0.2, -4.8, 108.0, -19.3
O=C(NCCNc1nccc(C(F)(F)F)n1)c1cccs1
    -0.7, 3.2, 97.0, -4.7, 1.0, -4.8, 3.3, 98.0, 3.3
CCC(C)(C)NC(=O)C(c1ccc(C)o1)N(Cc1ccc2c(c1)OCO2)C(=O)c1snc(C(N)=O)c1N (stereo not drawn)
    -0.1, 16.0, 97.0, -0.6, -1.0, -12.1, 4.7, 93.0, -3.1
NC(=O)CC(NC(=O)c1ccccc1)c1ccc(NC2CCCCCCC2)c([N+](=O)[O-])c1 (stereo not drawn)
    0.3, 10.7, 102.0, -2.3, -6.0, -16.6, -2.4, 90.0, -26.4
O=c1cc(-c2ccccc2)[nH]c2ccc(F)cc12
    0.0, -7.9, 90.0, 20.4*, 5.0, -0.8, -2.1, 91.0, 1.1
O=C(NNC(=S)Nc1ccccc1)c1ccncc1
    -0.3, 13.4, ., -0.5, ., -2.6, 3.8, ., 6.0
COc1ccc(Cl)cc1NC(=O)NCCCl
    -1.8, 10.0, 102.0, -2.4, 5.0, 4.8, 13.3, 103.0, 0.0
COc1ccccc1NC(=O)CN1CCN(c2ccccc2F)CC1
    -2.0, 7.8, 98.0, -0.8, -14.0, -22.2, 6.0, 94.0, -3.4
O=[N+]([O-])c1cccc(-c2nnc3ccccn23)c1
    0.8, 24.9, 99.0, ., 0.0, -2.6, 18.2, 99.0, 6.6
Cc1ccc(S(=O)(=O)n2ccc3c(OCCOCCNCc4ccc(F)cc4)cccc32)cc1
    7.6, -12.1, 109.0, -8.8, 54.0*, 13.3, -30.9, 225.0*, -62.2
CN(C)c1ccc(/C=C2\CCC/C(=C\c3ccccc3)C2=O)cc1
    31.2, 14.1, 121.0, 2.0, 21.0, -7.0, -69.0, 15.0*, 0.3
COCCNC(=O)Cn1cnc2sc(C)c(S(=O)(=O)N3CCC(C)CC3)c2c1=O
    0.2, -3.1, 104.0, -3.2, 2.0, -3.6, -10.1, 100.0, 6.4
COc1cccc(/C=N/Nc2cc(C)nc(-c3ccccc3O)n2)c1O
    0.3, 7.9, 100.0, -6.4, -10.0, 5.0, -14.7, 107.0, -12.2

A portion of the library. The share of hits here may be higher or lower than overall.
